MIN6 prolif = inducers of MIN6 beta-cell proliferation, primary screen, ATP luminescence, uHTS; proliferation, % at 10 µM; AID 2380, 2010; 330,000 compounds, 0.29% hits; MIN6 cells proliferation, ATPlite luminescence, 48 h; cells starved in 0.2% serum; 100% = growth in 10% serum;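 active = compounds whose signal lies at least 3.5 SD above the mean of all wells on their plate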;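 note: 0% = DMSO-treated cells in low-serum medium and 100% = 10% serum control; some compounds called inactive have numbers as strong as hits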
hIAP activ = human IAP activators, primary screen, biochemical, luminescence, uHTS; Intestinal-type alkaline phosphatase (Homo sapiens), P09923; purified human IAP, CDP-Star luminescence, 30 min; stronger effect = higher value; 1 = vehicle-only enzyme, 0 = enzyme-free background; activation factor at 10 µM; 330,000 compounds, 0.16% hits;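 active = activation factor of the enzyme at least 2-fold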; note: the source names both 10 and 20 µM as test concentration; values of inactives mirror those of a sister screen read the other way
Target sequence (P09923 whole entry, looked up): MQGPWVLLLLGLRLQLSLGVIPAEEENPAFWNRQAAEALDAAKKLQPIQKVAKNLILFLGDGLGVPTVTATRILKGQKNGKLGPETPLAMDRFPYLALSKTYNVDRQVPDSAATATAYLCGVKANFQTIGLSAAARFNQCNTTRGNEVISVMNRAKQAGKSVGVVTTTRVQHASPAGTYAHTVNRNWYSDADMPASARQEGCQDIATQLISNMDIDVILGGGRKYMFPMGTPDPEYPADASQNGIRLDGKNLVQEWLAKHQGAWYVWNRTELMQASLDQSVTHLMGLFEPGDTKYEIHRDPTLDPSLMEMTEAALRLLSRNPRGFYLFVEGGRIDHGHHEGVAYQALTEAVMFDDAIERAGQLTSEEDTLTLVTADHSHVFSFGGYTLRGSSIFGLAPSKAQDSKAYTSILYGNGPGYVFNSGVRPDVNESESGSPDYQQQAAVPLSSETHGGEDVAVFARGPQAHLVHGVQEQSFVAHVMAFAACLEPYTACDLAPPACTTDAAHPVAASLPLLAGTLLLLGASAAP
APOBEC3G inh = APOBEC3G DNA deaminase inhibitors, primary screen, biochemical, fluorescence, single-stranded DNA substrate, uHTS; DNA dC->dU-editing enzyme APOBEC-3G (Homo sapiens), Q9HC16; inhibition, % at 20 µM; AID 493012, 2011; recombinant A3G, ssDNA deamination FAM/TAMRA fluorescence; 330,000 compounds, 0.28% hits;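 active = inhibition of at least 40% at 20 µM, with no more than 30% in the related APOBEC3A deaminase screen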;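 note: plate controls were DMSO wells with A3G for no effect and wells lacking A3G enzyme for full effect; some compounds called inactive have numbers as strong as hits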
Target sequence (Q9HC16 whole entry, looked up): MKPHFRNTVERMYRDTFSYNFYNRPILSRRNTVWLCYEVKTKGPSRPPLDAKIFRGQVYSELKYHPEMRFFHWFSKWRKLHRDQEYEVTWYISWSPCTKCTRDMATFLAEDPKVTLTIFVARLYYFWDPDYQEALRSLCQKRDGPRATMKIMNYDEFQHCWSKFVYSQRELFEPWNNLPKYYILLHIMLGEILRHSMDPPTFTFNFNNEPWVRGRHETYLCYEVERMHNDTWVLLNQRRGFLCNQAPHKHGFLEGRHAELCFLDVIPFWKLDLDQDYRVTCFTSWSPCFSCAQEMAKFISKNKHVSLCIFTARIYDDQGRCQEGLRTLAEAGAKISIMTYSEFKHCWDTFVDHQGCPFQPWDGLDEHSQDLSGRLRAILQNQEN
hIAP inh = human IAP inhibitors, primary screen, biochemical, luminescence, uHTS | 330,000 compounds, 0.12% hits | inhibition, % at 10 µM | purified IAP, CDP-Star luminescence, 30 min | AID 2544, 2010;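 active = inhibition reaching a set limit with compound at 10 µM in the primary screen, cut at about 35% in these data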;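 note: plate controls were DMSO wells with enzyme for no effect and no-enzyme buffer wells for full effect; values of inactives mirror those of a sister screen read the other way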
mIAP block = inhibitors of mouse IAP, primary screen, biochemical, luminescence, uHTS; inhibition, % at 10 µM; intestinal alkaline phosphatase [Mus musculus]; purified mouse IAP, CDP-Star luminescence, 30 min; 330,000 compounds, 0.2% hits;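 active = inhibition of at least 40% at 10 µM in the primary screen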;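 note: plate controls were DMSO with enzyme for no effect and no enzyme wells for full effect; values of inactives mirror those of a sister screen read the other way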
MPTP block = mitochondrial permeability transition pore inhibitors, primary screen, biochemical, isolated mouse mitochondria, absorbance; Ca2+ swelling absorbance, 30 min; inhibition, % at 10 µM; 360,000 compounds, 1.4% hits; AID 602449, 2012;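 active = inhibition of 50% or more, scaled per plate between neutral and stimulator controls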;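 note: 0% = DMSO wells given calcium and 100% = 1 mM EGTA wells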
mIAP act = activators of mouse IAP, primary screen, biochemical, luminescence, uHTS. 330,000 compounds, 0.24% hits. intestinal alkaline phosphatase [Mus musculus]. muIAP, CDP-Star luminescence, 30 min; stronger effect = higher value; 1 = vehicle-only enzyme signal, 0 = enzyme-free wells. activation factor at 10 µM. AID 2805, 2010;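 active = activation factor of at least 2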; note: the source names both 10 and 20 µM as test concentration; values of inactives mirror those of a sister screen read the other way
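also added = chemiluminescent substrate CDP-Star | test system = mouse IAP enzyme | signal = chemiluminescence readout | compound = DMSO-dissolved test compounds | incubation = 30 min at room temperature | benchmarks = DMSO wells, no-enzyme wells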
APOBEC3A inh = APOBEC3A ssDNA deaminase inhibitors, primary screen, selectivity assay for APOBEC3G inhibitor project, biochemical, FAM/TAMRA oligo cleavage fluorescence; recombinant A3A, FAM/TAMRA ssDNA deamination fluorescence; inhibition, % at 20 µM; 330,000 compounds, 0.41% hits; AID 493011, 2011;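 active = at least 40% inhibition at 20 µM here, with at most 30% in a related deaminase screen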;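 note: plate controls were A3A with DMSO for no effect and wells lacking A3A enzyme for full effect; some results filed as inactive read as strong as hits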
Target sequence (P31941 whole entry, looked up): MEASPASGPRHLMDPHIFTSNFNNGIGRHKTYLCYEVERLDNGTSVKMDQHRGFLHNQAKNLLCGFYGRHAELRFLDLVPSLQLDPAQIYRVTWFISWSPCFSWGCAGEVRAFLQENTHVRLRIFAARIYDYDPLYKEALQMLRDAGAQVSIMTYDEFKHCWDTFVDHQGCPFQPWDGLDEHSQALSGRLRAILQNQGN
ATG4B inh = ATG4B protease inhibitors, primary screen, biochemical, fluorescence, uHTS | ATG4B cleavage of LC3-PLA2, NBD-HPC fluorescence, 1 h | 340,000 compounds, 0.51% hits | AID 504462, 2011 | inhibition, % at 8.33 µM | Cysteine protease ATG4B (Homo sapiens), Q9Y4P1; in the data active = inhibition above about 40%
Numbers without * were called inactive.

SMILES	MIN6 prolif	hIAP activ	APOBEC3G inh	hIAP inh	mIAP block	MPTP block	mIAP act	APOBEC3A inh	ATG4B inh
Cn1nc(-c2ccc(Cl)cc2)cc1NC(=O)CSCC(=O)O	-2.2	1.07	-0.9	-7.4	-5.3	-0.7	1.05	4.3	-1.9
COc1ccc(Cc2nnc(NC(=O)c3cc(OC)c(OC)c(OC)c3)s2)cc1	-3.5	1.03	-0.9	-2.8	3.6	-0.5	0.964	-0.7	-0.1
S=C(Nc1ccc(N2CCOCC2)cc1)Nc1ccc2nc(-c3ccco3)c(-c3ccco3)nc2c1	-3.4	0.881	64.8	11.9	44.7*	4.0	0.553	43.6	1.6
C=CCn1c(=N)n(CC(=O)c2ccc(Cl)cc2)c2ccccc21	-5.8	0.967	-5.8	3.3	-0.6	-0.6	1.01	-3.9	1.3
CCCCn1c(=N)n(CC(=O)O)c2ccccc21	-0.5	1.01	-10.0	-1.1	1.4	-1.5	0.986	-2.6	7.6
CCOC(=O)Nc1ccc2c(CN3CCN(S(=O)(=O)c4ccccc4F)CC3)cc(=O)oc2c1	-5.7	1.05	-8.5	-4.9	14.4	-3.3	0.856	-1.9	-16.5
CCN(CC)S(=O)(=O)c1ccc(C(=O)NCC(c2ccc(OC)cc2)N2CCOCC2)cc1 (stereo not given)	-2.0	0.897	-9.9	10.3	5.3	-2.0	0.947	-1.7	1.7
CC(OC(=O)c1cc(=O)[nH]c2ccccc12)C(=O)Nc1ccccc1F (stereo not given)	3.3	0.975	-2.4	2.5	-1.8	-0.3	1.02	29.2	3.1
Cc1ccc(C(=O)OCC(=O)NC(C)C2CC3CCC2C3)cc1N (stereo not given)	0.7	1.08	-7.7	-8.1	-4.6	0.0	1.05	-5.8	2.1
CCN1CCN(c2cc(C)c3cc(NC(=S)N4CCCC4)ccc3n2)CC1	-4.3	1	-4.0	-0.4	0.3	-0.3	0.997	1.4	-3.3
COc1ccc(N2CCN(CC(=O)Nc3ncc(C)s3)CC2)cc1	-5.5	1.07	-6.4	-6.7	1.1	-0.9	0.989	-2.2	-6.6
CC(C)Cc1cc(C(=O)N2CCCC(CO)(Cc3ccc(F)cc3)C2)no1 (stereo not given)	-2.4	1.21	-9.9	-21.4	-5.6	0.3	1.06	-5.5	18.2
O=C1CN(C(=O)N[C@@H](Cc2ccccc2)C(=O)N[C@@H](C(=O)O)c2ccccc2)c2ccccc2N1	2.6	0.869	2.8	13.1	0.8	-0.1	0.992	2.9	4.4
O=C(NCc1ccc2c(c1)CCO2)Nc1ccccc1	-1.8	1.06	-4.7	-6.3	-13.2	1.8	1.13	-2.0	2.3
CCOc1ncccc1C(=O)OCc1ccccc1	-3.9	1.2	-0.5	-19.7	1.9	0.0	0.981	0.8	6.8

Molecules listed so far containing a Cl atom, in the order listed:
SMILES	MIN6 prolif	hIAP activ	APOBEC3G inh	hIAP inh	mIAP block	MPTP block	mIAP act	APOBEC3A inh	ATG4B inh
Cn1nc(-c2ccc(Cl)cc2)cc1NC(=O)CSCC(=O)O	-2.2	1.07	-0.9	-7.4	-5.3	-0.7	1.05	4.3	-1.9
C=CCn1c(=N)n(CC(=O)c2ccc(Cl)cc2)c2ccccc21	-5.8	0.967	-5.8	3.3	-0.6	-0.6	1.01	-3.9	1.3

Next section:
SMILES	MIN6 prolif	hIAP activ	APOBEC3G inh	hIAP inh	mIAP block	MPTP block	mIAP act	APOBEC3A inh	ATG4B inh
Cc1cc(C)c(C#N)c(SCC(=O)N(CCC#N)c2ccc3c(c2)OCCO3)n1	8.1	1.02	-11.4	-2.3	4.0	-0.9	0.96	-3.0	-13.3
Cn1c(=O)c(S(=O)(=O)C(C)(C)C)c(O)c2ccccc21	-1.7	1.17	-1.4	-17.1	7.0	1.0	0.93	-2.0	-4.4
CN(CC(=O)NC1CC1)S(=O)(=O)c1ccc(Br)cc1	-0.6	0.91	-6.8	9.0	-4.4	0.5	1.04	-4.2	5.8
Cc1cccc(OC(=O)c2ccncc2)c1C	0.1	1.08	-8.9	-7.7	-1.1	-0.3	1.01	0.0	-3.1
CCOc1ccc(NC(=O)COc2nsnc2N2CCCCC2)cc1	-2.5	0.941	-6.8	5.9	-3.6	1.2	1.04	-0.6	3.6
NC(=S)NNC(=O)COc1ccccc1O	-1.8	2.15*	-0.7	-114.6	33.0	0.2	0.67	1.1	-5.4
COc1ccc2c(c1OC)C(=O)N1c3cccc(Cl)c3C(=O)OC21 (stereo not given)	1.1	0.7	-4.9	30.0	-5.9	0.7	1.06	0.6	-12.6
CCOC(=O)N1CCN(C(=O)c2ccc(CNS(=O)(=O)c3ccc(OC)cc3)cc2)CC1	-2.9	1.06	-2.1	-6.2	1.0	-0.6	0.99	2.5	-16.3
O=C(CC1CCCCC1)NCCCN1CCOCC1	0.2	1.1	-4.9	-10.4	-3.6	0.3	1.04	-4.6	-5.9
CCOc1ccccc1/C=N/NC(=O)c1cc(C(C)C)[nH]n1	2.8	1.26	-6.3	-25.7	11.3	0.5	0.887	-1.9	-1.3
O=C(NCCc1ccccc1)C1CCCN(C(=O)Nc2ccc(F)cc2)C1 (stereo not given)	-3.2	0.983	-6.3	1.7	2.9	-1.0	0.971	-3.7	-0.4
O=C(NCc1ccc(Cl)cc1)c1noc2c1CCCC2	-2.8	0.853	-2.5	14.7	5.0	0.7	0.95	0.4	-7.0
CC1(C)CC(NC(=O)C(Cl)(Cl)Cl)CC(C)(C)N1	1.7	1.07	-3.1	-6.8	3.9	0.0	0.961	-1.7	-8.0
N/C(=N\O)c1ccccc1N1CCCCC1	0.6	1	-7.6	-0.4	-1.1	0.2	1.01	4.8	0.7
CCOc1ccc(C(=O)NCC(=O)N2CCC3(CC2)NCCc2[nH]cnc23)cc1	4.6	1.38	-9.7	-37.9	-1.8	-1.0	1.02	-5.7	-8.7
N#Cc1nc(-c2cccc3ccccc23)oc1NCCN1CCOCC1	-1.4	1.08	-8.1	-8.1	-1.2	-1.6	1.01	-1.7	-8.0
CC(C)CNC(=O)c1ccc(C2SCC(=O)N2Cc2ccccc2)cc1 (stereo not given)	-1.9	1.04	-5.8	-4.5	6.4	0.4	0.936	-3.0	-1.2
Cc1c(Cl)cnc(NC(=O)COC(=O)C2CCCC2)c1Cl	3.1	0.956	0.6	4.4	8.9	-1.1	0.911	14.0	4.4
CC1=C/C(=C(\c2cc(C)c(O)c(Br)c2)c2ccccc2S(=O)(=O)O)C=C(Br)C1=O	1.2	0.894	1.2	10.6	3.3	24.4	0.967	-2.1	4.0
O=S(=O)(Nc1ccc(Cl)cn1)c1ccc(Cl)cc1	-2.9	1.13	-7.7	-13.4	2.8	3.1	0.972	1.5	8.5
COc1ccccc1COc1ccc2c(C)c(CCC(=O)O)c(=O)oc2c1C	-2.3	0.765	0.2	23.5	7.0	2.8	0.93	1.7	1.5
CC1N/C(=C\C(=O)c2ccccc2)N(O)C1(C)C (stereo not given)	-2.0	1.09	-10.1	-8.9	4.2	11.1	0.958	-3.2	-6.9
O=C(C1=C[C@H](c2ccc(Br)cc2)C[C@H](OCCCCO)O1)N1CCN(Cc2ccccc2)CC1	-2.8	1.01	10.8	-1.0	-3.5	-1.2	1.03	2.8	-5.3
CCc1cccc(C)c1NC(=O)COC(=O)C(NS(=O)(=O)c1ccc(Cl)cc1)C(C)O (stereo not given)	0.0	0.96	-9.4	4.0	0.3	-0.2	0.997	-2.1	4.9
CN1CCN(C(=O)c2ccc3c(=O)n4c(nc3c2)CCCCC4)CC1	-2.9	1.1	-7.7	-9.6	-5.3	-1.3	1.05	0.1	-0.7
CCC(C)NC(=O)c1cn(-c2cccc(C)n2)cn1 (stereo not given)	-2.0	1.03	-4.4	-2.7	12.1	-0.6	0.879	-1.6	-2.5
COc1ccc(-n2nc(C(=O)NCC(=O)N3CCC(C)CC3)c3ccccc3c2=O)c(OC)c1	-4.7	0.923	-5.9	7.7	1.9	-1.0	0.981	-2.2	0.2
c1ccc(CC2CCN(c3nnnn3-c3ccccc3)CC2)cc1	0.6	0.988	-0.8	1.2	-6.0	-0.5	1.06	0.9	-0.8
Cc1ccc(-c2cccc(CN3CCN(C4CCN(C(C)C)CC4)C(CCO)C3)c2)o1 (stereo not given)	-4.3	1.02	-2.1	-2.5	-5.3	0.4	1.05	0.5	12.6
Cc1ccc(NC(=O)COS(=O)c2ccc(C)cc2)cc1 (stereo not given)	-0.2	0.798	10.3	20.2	-0.5	-0.7	1	-0.4	1.1
CN(C)S(=O)(=O)c1cccc(-c2nn(-c3ccccc3)cc2/C=C2\SC(=S)N(CC(=O)O)C2=O)c1	-4.4	0.86	-4.9	14.0	16.0	9.4	0.84	-1.2	-2.0
NC(=O)c1ccc(NC(=O)CSc2nnc(-c3ccccn3)n2N)cc1	4.1	0.888	-2.2	11.2	8.5	-1.4	0.915	1.9	-6.0
O=C(NC1CCCCC1)C1CCN(c2ncccn2)CC1	0.0	1.16	-5.9	-16.3	2.7	0.1	0.973	-4.4	-5.2
Cc1ccc(C)c(NC(=O)C2COc3ccccc3O2)c1 (stereo not given)	-2.5	1.04	-6.9	-4.4	-4.6	-0.2	1.05	-3.9	-0.6
O=C(NCCc1nnc2ccc(NCc3ccc(Cl)cc3)nn12)c1ccccc1	1.4	1.15	-3.2	-14.9	-3.5	-0.6	1.03	5.0	-0.2
COC(=O)c1c(-c2ccc(C)cc2)csc1NC(=O)C1CC=CCC1C(=O)O (stereo not given)	0.0	0.948	-3.7	5.2	-3.6	3.4	1.04	-2.0	-3.2
COc1cc(CNC2CCCC2)c(Br)cc1OCc1ccccc1	-2.4	0.996	-3.6	0.4	6.5	14.4	0.935	-2.1	-2.6
COc1ccc(C2C(C(N)=O)=C(C)Nc3nc(-c4ccccc4)nn32)cc1OC (stereo not given)	3.2	1.06	-4.9	-6.0	-3.9	-1.2	1.04	-1.0	-5.8
COc1ccc2[nH]c(C(=O)O)c(NC(=O)c3cc(OC)c(OC)c(OC)c3)c2c1	0.2	1.01	-9.8	-1.4	5.3	-0.7	0.947	-5.6	-1.9
COc1cccc2cc(C(=O)N3CCc4ccccc43)c(=O)oc12	-0.9	0.995	0.2	0.5	-3.5	-1.5	1.03	0.1	-5.1
COc1cc(OC)cc(C(=O)NNC(=O)CCNS(=O)(=O)c2ccc(C)c(C)c2)c1	-1.0	1.28	-4.5	-28.3	14.6	-0.6	0.854	-1.7	-4.0
Cn1c(/C=C/N(Cc2ccccc2)c2ccccc2)c([N+](=O)[O-])c(=O)n(C)c1=O	1.2	0.952	-0.7	4.8	0.8	3.4	0.992	2.0	-7.8

In the list so far, these have a cyano group:
SMILES	MIN6 prolif	hIAP activ	APOBEC3G inh	hIAP inh	mIAP block	MPTP block	mIAP act	APOBEC3A inh	ATG4B inh
Cc1cc(C)c(C#N)c(SCC(=O)N(CCC#N)c2ccc3c(c2)OCCO3)n1	8.1	1.02	-11.4	-2.3	4.0	-0.9	0.96	-3.0	-13.3
N#Cc1nc(-c2cccc3ccccc23)oc1NCCN1CCOCC1	-1.4	1.08	-8.1	-8.1	-1.2	-1.6	1.01	-1.7	-8.0

High-throughput results (PubChem BioAssay)
